# High-throughput results: PubChem BioAssay, several laboratories
# TCR CD3 inh: inhibitors of human TCR-CD3 interaction, primary screen, biochemical, fluorescence, TAMRA-labeled TCR probe; AID 651800, 2012; 0.37% of 360,000 active; T-cell receptor (TCR); inhibition, % at 9.4 µM; in the data active = inhibition above about 19%;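 note: recombinant mutant TCR 2C K166C tagged with TAMRA read by polarization; 0% = receptor in buffer alone and 100% = receptor with positive control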
# PG9 Ab binder: binders of HIV-1 gp120 antibody PG9, primary screen, biochemical, TR-FRET. HIV-1 gp120 / PG9 antibody interaction. TR-FRET gp120-PG9 antibody binding. inhibition, % at 6.7 µM. 0.43% of 360,000 active. AID 624416, 2012; in the data active = inhibition above about 8.5%
# PRMT1 inh: PRMT1 methyltransferase inhibitors, primary screen, biochemical, fluorescence polarization; Protein arginine N-methyltransferase 1 (Homo sapiens), Q99873; recombinant PRMT1, activity-based probe fluorescence polarization; inhibition, % at 2.79 µM; 1.3% of 370,000 active; AID 652257, 2013;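 active = inhibition above about 21% made by adding two undisclosed values, limit read from the data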
# Target sequence (Q99873 whole entry, looked up): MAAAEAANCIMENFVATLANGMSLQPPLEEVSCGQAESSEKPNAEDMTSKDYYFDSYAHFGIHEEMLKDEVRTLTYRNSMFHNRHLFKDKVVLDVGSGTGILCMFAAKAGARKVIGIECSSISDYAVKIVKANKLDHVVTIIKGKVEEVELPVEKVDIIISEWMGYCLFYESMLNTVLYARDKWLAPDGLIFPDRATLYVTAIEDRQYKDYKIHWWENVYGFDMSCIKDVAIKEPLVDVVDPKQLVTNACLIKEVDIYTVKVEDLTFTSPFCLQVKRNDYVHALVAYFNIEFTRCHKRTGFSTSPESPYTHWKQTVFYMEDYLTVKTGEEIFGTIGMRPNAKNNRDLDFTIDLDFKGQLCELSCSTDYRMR
# ABHD4 inh: ABHD4 inhibitors, primary screen, biochemical, fluorescence polarization, mouse. (Lyso)-N-acylphosphatidylethanolamine lipase (Mus musculus), Q8VD66. inhibition, % at 8.92 µM. 0.54% of 370,000 active. purified mABHD4, FP-Rh probe fluorescence polarization;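 active = inhibition exceeding the mean over every tested compound plus 3 SD, cut at about 30% in these data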;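 note: 0% = plate median of compound wells and 100% = S159A mutant with DMSO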
#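 Material: mouse ABHD4 enzyme, wild type; Benchmarks: S159A mutant high control, sample median low control; Buffer or medium: HEPES pH 7.0, NaCl, Pluronic buffer; Signal: fluorescence polarization; Read-out: percent inhibition of probe binding, normalized to plate controls; Timing: pre-incubation 45 min, probe exposure 60 min, at 25 °C; Dosing: 8.92 µM, single dose.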
# rCAG binder: binders of r(CAG) RNA repeats, primary screen, biochemical, fluorescence. inhibition, % at 3 µM. 1.3% of 370,000 active. r(CAG) RNA repeat, TO-PRO-1 dye displacement fluorescence;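 active = inhibition above the plate cutoff, the mean of all test compounds on that plate plus 3 SD, cut at about 35% in these data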;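 note: 0% = DMSO alone and 100% = 100 µM mitoxantrone as full dye displacement; higher means more dye released from RNA so lower well fluorescence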
# TDP2 inh: human TDP2 enzyme inhibitors, primary screen, biochemical, epi absorbance, recombinant enzyme; inhibition, % at 12.8 µM; 0.34% of 370,000 active; Tyrosyl-DNA phosphodiesterase 2 (Homo sapiens), O95551; T5PNP hydrolysis, p-nitrophenol absorbance 415 nm; AID 720702, 2013;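 active = inhibition above the mean of all tested compounds plus 3 SD, set per campaign, cut at about 25% in these data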;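 note: 0% = DMSO with enzyme and 100% = buffer with substrate but no TDP2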
#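 System – recombinant human TDP2 · Amount – 120 nM TDP2 per well · Buffer or medium – Mg2+-containing Tris-HCl buffer, pH 7.5 · Reagent – T5PNP substrate, 5 mM · Dosing – 12.8 µM single point, 1% DMSO · Incubation – 2 h at 37 °C · Measured by – epi absorbance · Read-out basis – percent inhibition · Benchmarks – high control without enzyme, low control DMSO plus TDP2 · Repeats – singlicate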
# SIAE primary: human SIAE inhibitors, primary screen, biochemical, fluorescence polarization, FP-Rh probe, 1536-well HTS. inhibition, % at 9.66 µM. SIAE FP-Rh probe binding. Sialate O-acetylesterase (Homo sapiens), Q9HAT2. 0.69% of 370,000 active;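 active = inhibition above a cutoff: mean of compounds within the control limits plus 3 SD of those, cut at about 17% in these data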;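 note: 0% = plate median of compound wells and 100% = probe without SIAE protein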
# HTRA1 inh: HTRA1 serine protease inhibitors, primary screen, biochemical, fluorescence polarization, HTS | inhibition, % at 5.96 µM | AID 504803, 2011 | recombinant HTRA1, FP-rhodamine activity-based probe | 0.5% of 340,000 active | Q92743; in the data active = inhibition above about 36%;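 note: 0% = enzyme with DMSO and 100% = wells lacking enzyme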
# Target sequence (Q92743 whole entry, looked up): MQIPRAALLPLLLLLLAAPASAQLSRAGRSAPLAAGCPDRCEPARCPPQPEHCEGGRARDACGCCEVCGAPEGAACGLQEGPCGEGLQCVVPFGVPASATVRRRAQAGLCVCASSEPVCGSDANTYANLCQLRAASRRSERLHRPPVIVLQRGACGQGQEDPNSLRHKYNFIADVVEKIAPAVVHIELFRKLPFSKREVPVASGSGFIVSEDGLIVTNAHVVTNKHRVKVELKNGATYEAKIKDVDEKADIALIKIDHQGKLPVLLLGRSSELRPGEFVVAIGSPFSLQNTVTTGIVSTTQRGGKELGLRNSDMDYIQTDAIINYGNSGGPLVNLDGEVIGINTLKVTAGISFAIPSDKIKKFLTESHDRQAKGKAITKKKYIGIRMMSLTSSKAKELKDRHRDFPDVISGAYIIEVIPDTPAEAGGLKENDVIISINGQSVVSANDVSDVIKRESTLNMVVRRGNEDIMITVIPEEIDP
# Rev-erbA mod: modulators of Rev-erb alpha DNA binding, primary screen, biochemical, FITC-DNA, fluorescence polarization, uHTS; Nuclear receptor subfamily 1 group D member 1 (Homo sapiens), P20393; Rev-erbα–FITC-DNA binding, 90 min; activity, % at 10 µM; 0.79% of 370,000 active; AID 1259318, 2017;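 active = activity above about 14%, limit read from the data; passing the limit was not always enough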;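 note: 0% = DMSO wells with 35 nM protein and 100% = DMSO wells with 750 nM protein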
# LEDGF integ inh: blockers of LEDGF/p75-dependent integrase strand transfer – biochemical, TR-FRET, high throughput, primary screen. HIV-1 integrase (with human LEDGF/p75). TR-FRET IN-LEDGF/p75 DNA integration, Eu/Cy5. inhibition, % at 3.7 µM. 0.64% of 370,000 active;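 active = inhibition above the screen-wide mean plus 3 SD, cut at about 13% in these data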;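 note: signal is the Cy5 over europium emission ratio at 671 and 618 nm; 0% = plate median of compound wells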
# The depositor's hits bear a star; · = not tested or not shown; & = joins results of further samples. Only part of the results is shown; rates above refer to the full screens.
SMILES,TCR CD3 inh,PG9 Ab binder,PRMT1 inh,ABHD4 inh,rCAG binder,TDP2 inh,SIAE primary,HTRA1 inh,Rev-erbA mod,LEDGF integ inh
COc1ccccc1/C=N/NC(=O)c1ccc(C)nc1,5,-3.0,0,-2,-1,10,4,5,-2,2
COc1cccc(NC(=O)CSc2nnc(Cn3c(=O)sc4ccccc43)n2C)c1,1,0.0,0,0,3,-1,3,3,-6,-4
O=C(N/N=C/c1ccccc1C(=O)O)c1cc(-c2ccc3c4c(cccc24)CC3)n[nH]1,8,-2.5,6,-25,58*,-6,-47,-23,3,2
Cc1ccc(C)c(S(=O)(=O)NCCCc2ccccc2)c1,2,2.3,-2,-11,-5,5,-4,-24,1,0
CC(=O)c1cc(C#N)c(SCC(=O)Nc2nccs2)nc1C,2,15*,0,1,2,4,4,-8,31*,-1
CCOC(=O)c1ccc2c(c1)n(CC)c(C)[n+]2CC,-2,-0.7,-2,-11,-3,5,-6,-6,2,1
Cc1ccc2nc(C(C)(C)C)c(Cc3cccc(Cl)c3)n2c1,5,-1.6,0,2,-1,-1,5,·,0,-2
CCCCNC(=O)C(Sc1ccccc1)c1ccccc1 (stereo not given),-4,-0.8,2,-5,-4,-13,-1,-7,0,5
O=C(COc1ccccc1)N/N=C/c1sc(=O)n(Cc2cccc(C(=O)O)c2)c1Cl,7,-1.1,11,-10,34,-2,0,-3,3,1
COc1ccccc1N1CCN(C(=O)c2ccc(-c3ccc(Cl)cc3)o2)CC1,-1,0.2,2,-7,3,-6,8,-37,-9,1
Cc1nnc(SC(C)C(=O)Nc2ccc(Cl)cc2Cl)[nH]c1=O (stereo not given),-7,-0.8,-1,-5,4,0,7,3,2,4
Cc1cccc(-c2c3c(=O)n(C)c(=O)n(C)c3cn2C2CCCCC2)c1,8,-4.6,-2,1,0,1,8,-8,-6,10
COc1ccc(C(=O)Nc2nnc(C3=COCCO3)o2)cc1OC,5,-2.4,-4,-2,0,5,5,7,-2,-1
CC(C)Cn1nc(C(=O)OCC(=O)NCC(F)(F)F)c2ccccc2c1=O,3,-0.1,1,-4,-5,6,-2,7,-2,2
C[C@@H]1NC(=O)[C@@]2(C)[C@@H](c3ccccc3)[C@H]3COc4ccccc4[C@@H]3N2C1=O,5,0.4,3,6,6,-1,9,-1,-5,-1
CCC(C)C(=O)Nc1nnc(CCc2ccccc2)s1 (stereo not given),-5,-2.1,-3,-9,-3,-18,0,-5,-1,9
O=C(CCc1ccccc1)NNC(=O)COc1ccccc1Cl,-6,-2.6,-2,-1,2,4,-1,1,-3,0
Cc1ccc(C(=O)N2C3=C(CCCC3)C(=O)NC23CCCCC3)cc1,8,-1.2,0,-3,-1,3,1,10,-6,0
NC(=O)c1nsc(C(=O)N(CC(=O)NC2CCCC2)Cc2ccc3c(c2)OCO3)c1N,-3,1.4,0,2,3,3,2,-1,-1,1
Cc1c(C(=O)NCCn2ccc3ccccc32)cccc1[N+](=O)[O-],-1,0.8,-2,0,-1,2,8,0,1,-4
CCN1CCN(CCCNC(=O)CS(=O)(=O)Cc2nc(-c3ccccc3C)oc2C)CC1,-6,-0.1,2,1,-4,-2,2,5,-5,-5
COC(=O)Oc1cncc(C(=O)O)c1,1,-0.7,-2,4,1,-6,-5,1,-2,-3
O=[N+]([O-])c1cc(S(=O)(=O)N2CCCC2)ccc1OCc1ccccc1,1,0.0,3,2,6,-5,0,-14,1,3
COc1ccccc1NS(=O)(=O)c1cc(N)ccc1N1CCOCC1,-4,0.3,12,3,5,0,6,37*,-1,-2

# Given bar-delimited: two of the compounds above
structure | TCR CD3 inh | PG9 Ab binder | PRMT1 inh | ABHD4 inh | rCAG binder | TDP2 inh | SIAE primary | HTRA1 inh | Rev-erbA mod | LEDGF integ inh
COc1ccc(C(=O)Nc2nnc(C3=COCCO3)o2)cc1OC | 5 | -2.4 | -4 | -2 | 0 | 5 | 5 | 7 | -2 | -1
CC(C)Cn1nc(C(=O)OCC(=O)NCC(F)(F)F)c2ccccc2c1=O | 3 | -0.1 | 1 | -4 | -5 | 6 | -2 | 7 | -2 | 2

# Following part
SMILES,TCR CD3 inh,PG9 Ab binder,PRMT1 inh,ABHD4 inh,rCAG binder,TDP2 inh,SIAE primary,HTRA1 inh,Rev-erbA mod,LEDGF integ inh
Cc1ccc2[nH]c(=O)c(C(c3nnnn3C3CCCC3)N(Cc3cccnc3)Cc3ccco3)cc2c1 (stereo not given),7,-1.6,8,-7,-4,-1,-3,-22,0,1
Cc1cc(C)c(NC(=S)N(CCN2CCCCC2)Cc2ccco2)c(C)c1,-1,0.1,5,-1,-1,4,10,-2,1,4
CCOC(=O)c1c(NC(=O)C(C)Sc2nnc(C)c(=O)[nH]2)sc2c1CCCC2 (stereo not given),5,-0.3,-3,-2,69*,-14,-11,-11,0,2
O=c1c2c(-c3cccs3)csc2ncn1/N=C/c1ccc(OC(F)F)cc1,3,0.7,0,-8,0,6,7,8,-1,-2
O=C(COC(=O)Cc1ccc(F)cc1)NC1CCCCC1,3,-0.4,4,1,0,2,5,2,-1,2
CCC(C)c1ccc(S(=O)(=O)Nc2cccnc2)cc1 (stereo not given),-3,0.0,2,2,4,-6,2,4,1,-1
CC(=NNC(=S)N1CCCCC1)c1cccc(C)n1,6,-0.2,16,-1,2,1,6,12,-2,-1
Cc1ccccc1CC(=O)Nc1ccc(S(=O)(=O)N2CCOCC2)cc1,9,0.9,-2,-4,-3,-4,-5,-1,10,0
CCOc1ccc(NS(=O)(=O)c2ccc(OCC(=O)NCc3ccncc3)cc2)cc1,-1,-1.2,-1,4,2,6,-2,0,-3,1
O=C(NN=C1CCCCCC1)c1cccs1,-4,-1.1,-2,4,-1,-2,5,1,-3,-3
COc1ccc(C)c2sc(=NC(=O)c3cccc(N4C(=O)CCC4=O)c3)n(C)c12,3,-2.0,-4,-8,3,-14,-3,-1,43*,1
CCOC(=O)c1c(NC(C)=O)sc2c(O)c(Br)cc(Br)c12,9,0.7,10,36*,44*,-2,6,0,-5,0
CCOc1ccc(CCNC(=O)COC(=O)C2CCN(S(=O)(=O)c3ccccc3)CC2)cc1OCC,-4,-0.8,-5,-3,-3,-8,4,-1,1,0
CCOC(=O)N1CCN(S(=O)(=O)c2ccc(OC)c3ccccc23)CC1,8,-0.5,-2,-6,-4,-5,-2,-2,1,-2
O=c1[nH]c2cc3c(cc2cc1CN(Cc1ccco1)C(=S)NCC1CCCO1)OCCO3 (stereo not given),2,-2.2,0,-7,0,16,-2,-4,-2,4
O=C(CCc1ccccc1)NNC(=O)c1ccccc1C(=O)O,8,-2.1,-1,7,0,-13,-2,8,-7,1
COc1cc(Nc2ncc3c(n2)CCN(C(=O)Nc2ccc(C(C)C)cc2)C3)cc(OC)c1OC,-8,-0.7,3,5,6,-9,16,·,3,-2
CC12CCC(=O)N1C(C(=O)Oc1cccc(F)c1)CS2 (stereo not given),5,0.2,0,4,2,-1,3,1,-3,3
CCOc1ccc(C(C)=O)cc1COC(=O)CN1C(=O)NC2(CCCC2)C1=O,-8,1.4,3,-6,4,-18,10,-16,-7,-1
CCO[C@H]1OC(C(N)=O)=C[C@@H](C)[C@@H]1CCCO,5,-0.8,-2,-4,-2,1,-5,1,-1,-2
COc1ccccc1N1CCN(C(=O)CN2C(=O)C3CCCCC3C2=O)CC1 (stereo not given),4,-1.8,-1,0,-8,-4,3,-7,-3,3
COc1ccc(CNCc2cc(Cl)ccc2O)cc1,1,-1.8,-2,2,0,-6,5,-5,-7,-3
Cc1nc2cc3ccccc3cc2s1,-4,-2.0,2,2,-1,6,-3,0,0,-2
COc1cccc(/C=N/n2c(-c3cc(C)[nH]n3)n[nH]c2=S)c1O,-4,1.2,0,2,0,3,4,8,3,-3
CS(=O)(=O)N(CC(=O)NC1CC1)C1CCCCC1,8,-0.9,-2,1,-1,2,5,-1,5,2
CC(C)c1ccc(N(CC(=O)O)S(=O)(=O)c2cccnc2)cc1,6,1.2,3,2,4,1,-3,-4,-5,0
Cc1ccc(C2CC(c3ccc(C)cc3)n3nc(N)nc3N2)cc1 (stereo not given),-6,-3.2,0,2,0,1,2,1,-1,-2
CN(C)S(=O)(=O)c1cccc(NC(=O)CN(CCO)CC(=O)Nc2cccc(S(=O)(=O)N(C)C)c2)c1,0,2.6,-1,0,1,2,-1,1,4,6
CCOC(=O)N1CCN(C(=O)C(C)c2ccc([N+](=O)[O-])cc2)CC1 (stereo not given),3,-1.3,0,-2,0,-17,4,4,-1,3
O=C(O)c1cn(-c2ccc(N3CCCC3)c(F)c2)c2c(F)c(F)c(F)cc2c1=O,6,-2.1,1,1,2,-9,-4,2,-6,-3
COC(=O)c1cccc(C(=O)Nc2cnc3ccccc3c2)n1,2,1.2,0,-26,0,-6,-28,-23,-3,-2
O=C(Nc1ccc2nsnc2c1)N1CCCCCC1,8,-1.2,-2,0,-2,4,1,5,4,1
CCC(C)Sc1ccc(-c2nc3ccc(C)cn3c2NCc2ccccc2)cc1 (stereo not given),5&0,2.3&2.4,0&-4,7&21,9&5,1&-3,5&3,-7,4&14,-1&2
COc1ccc(C)cc1NC(=O)c1nc2nc(C)cc(C)n2n1,-11,0.5,4,-10,1,-15,-3,5,2,2
Cc1ccc(CNC(=O)CCOc2ccc(C(C)(C)C)cc2)cc1,2,0.5,1,1,-6,1,-6,-11,-5,-2
CCCn1nnc(NC(=O)c2ccc3ccccc3c2)n1,0,-1.2,1,0,-1,-5,0,-5,-5,-3
Cn1c(=O)n(C)c2cc([N+](=O)[O-])c(N3CCN(C(=O)c4ccccc4Cl)CC3)cc21,5,-1.2,1,2,-3,-5,8,3,-2,3
O=C(Nc1ccc2ccccc2c1)c1cccc([N+](=O)[O-])c1,12,-1.6,-4,-8,10,6,29*,-17,-2,-2
O=C(COC(=O)Cc1c(Cl)cccc1Cl)NCCC1=CCCCC1,1,-0.8,0,-2,-7,3,-6,-5,-3,4
CCC(C)c1ccccc1NC(=O)CN(C)CCOc1ccc(Cl)cc1 (stereo not given),1,-1.2,2,-2,-2,2,7,-18,-3,-1
C=CCOC(=O)Nc1c(C(=O)OC)[nH]c2ccccc12,-2,-2.6,-1,6,-2,8,0,-1,2,3
O=C(NCc1cccnc1)Nc1ccc(F)cc1F,3,-2.4,-4,-5,-1,14,4,1,-1,1
